AmpC detergent: AmpC beta-lactamase inhibition with detergent present; P00811; AmpC hydrolysis of nitrocefin, absorbance 480 nm, 0.01% Triton; Potency, µM (highest dose often 114 µM), for the others: at the highest dose activity change, negative = inhibition, usual class: inhibitors; 370,000 tested, 0.041% active; AID 485294;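 note: potency is the fitted concentration of half-maximal effect; 0% = no-compound wells and -100% = no-enzyme wells; nearly all actives have a fitted effect of over 25% in size; some results filed as inactive show a strong effect at the top dose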
Target sequence (P00811 whole entry, looked up): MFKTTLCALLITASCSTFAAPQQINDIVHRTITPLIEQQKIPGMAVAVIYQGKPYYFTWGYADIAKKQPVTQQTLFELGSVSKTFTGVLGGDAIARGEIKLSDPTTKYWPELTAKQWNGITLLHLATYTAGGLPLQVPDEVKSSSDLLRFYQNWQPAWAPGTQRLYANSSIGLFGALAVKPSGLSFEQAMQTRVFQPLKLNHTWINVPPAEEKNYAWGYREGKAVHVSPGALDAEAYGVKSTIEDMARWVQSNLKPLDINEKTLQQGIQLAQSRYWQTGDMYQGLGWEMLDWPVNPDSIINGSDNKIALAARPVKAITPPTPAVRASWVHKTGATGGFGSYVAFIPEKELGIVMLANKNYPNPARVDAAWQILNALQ
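AmpC (5.3 nM in the dispensed reagent) in 20 mM phosphate pH 7.0 with 0.01% (detergent screen) or 0.0001% Triton X-100 was preincubated with compounds for 15 min at room temperature. Nitrocefin was then added from an 800 uM solution, and hydrolysis was followed at 480 nm.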
HCMV inh: inhibitors of human cytomegalovirus. activity change, negative = inhibition, % at 57.5 µM. 410,000 tested, 4.5% active. AID 1259415. HFF cells, HCMV-luciferase reporter, 72 h; hits give low values; in the data active = activity change below about -60%; inconclusive = no clear call, values can overlap the other calls; inactive = above about -39%
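After 16 h attachment at 37C, HFF cells received test compound and HCMV-luciferase (1 PFU/cell); reporter luminescence read 72 h later, data normalized against buffer-only and known inhibitor Salinomycin.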
HCV inhibitor: HCV inhibition; Huh7.5.1 HCVcc-Cre infection, luciferase reporter, 44 h; Potency, µM (highest dose often 41.8 µM), for the others: top-dose activity change, negative = inhibition, usual class: inhibitors; 340,000 tested, 3.4% active; AID 651820; note: potency is the fitted concentration of half-maximal effect
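Reporter virus HCVcc-Cre (~0.5 moi) infects cells exposed to compound; seeding density 1,000 cells/well with 4 h settling beforehand. Luminescence, 15 sec read, taken 44 h post-infection following a 15 min RT substrate incubation.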
Sm TGR inh: inhibitors of Schistosoma mansoni thioredoxin glutathione reductase; Q962Y6; purified TGR, DTNB reduction, TNB absorbance 405 nm; Potency, µM (doses to about 114 µM), inactives show top-dose activity change, negative = inhibition, usual class: inhibitors; 360,000 tested, 3% active; note: potency is the fitted concentration of half-maximal effect; nearly all actives have a fitted effect of over 60% in size
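Kinetic colorimetric format: TGR-catalysed, NADPH-driven DTNB reduction monitored via TNB absorbance. Enzyme dispensed at 20 nM; compound exposure 15 min at room temperature before reaction start.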
AmpC inh no detg: blocks E. coli AmpC beta-lactamase in detergent-free assay | Potency, µM (doses to about 57.1 µM), inactives show at the top dose activity change, negative = inhibition, most hits filed as inhibitors | 330,000 tested, 0.52% active | AID 485341 | P00811 | AmpC nitrocefin hydrolysis, absorbance 480 nm, 0.0001% Triton;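 note: potency is the fitted concentration of half-maximal effect; plate controls were no compound for no effect and no enzyme for full effect; nearly all actives have a fitted effect of over 20% in size; some results filed as inactive show a strong effect at the top dose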
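AmpC (5.3 nM in the dispensed reagent) in 20 mM phosphate pH 7.0 with 0.01% (detergent screen) or 0.0001% Triton X-100 was preincubated with compounds for 15 min at room temperature. Nitrocefin was then added from an 800 uM solution, and hydrolysis was followed at 480 nm.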
FBPA Giardia inh: Giardia lamblia aldolase inhibition; A8B2U2; purified Giardia FBPA; Potency, µM (doses to about 59.6 µM), inactives show at the top dose activity, negative = inhibition, hits mostly inhibitors; 290,000 tested, 0.71% active; AID 2451; note: potency is the fitted concentration of half-maximal effect; nearly all actives have a fitted effect of over 55% in size
Target sequence (A8B2U2 whole entry, looked up): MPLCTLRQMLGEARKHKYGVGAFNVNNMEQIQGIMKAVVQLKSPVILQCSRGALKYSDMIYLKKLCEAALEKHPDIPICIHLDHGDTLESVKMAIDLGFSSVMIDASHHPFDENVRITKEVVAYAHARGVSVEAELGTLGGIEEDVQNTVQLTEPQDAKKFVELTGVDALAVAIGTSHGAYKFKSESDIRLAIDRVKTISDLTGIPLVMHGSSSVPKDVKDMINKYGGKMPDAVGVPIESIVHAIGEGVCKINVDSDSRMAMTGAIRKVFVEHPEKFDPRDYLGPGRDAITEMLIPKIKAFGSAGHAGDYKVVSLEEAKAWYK
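Giardia FBPA (40 nM reagent) was preincubated 10 min at RT with compound (up to 57.5 uM final), then substrate plus GAPDH/TPI/NAD/arsenate coupling system with diaphorase/resazurin was added; resorufin fluorescence (525/598 nm) was read after 20 min.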
Starred values were filed as active, the others as inactive; ? = inconclusive; . = no result given; & = joins results of further samples; ! = not confirmed by another sample; [ ] = remark or other dose. Unless noted, calls come from the whole dose curve; as a rule, active = well fitted curve in the direction sought with a large enough effect; inconclusive = small, poorly fitted or top-dose-only effect, or another doubt; inactive = no such curve, though single readings can be large; an effect the other way counts as inactive or inconclusive. Unless noted, % is set by controls: 0 for no effect and ±100 for the full control effect. Compounds were not picked by outcome; any-hit rate near 9.9%.

SMILES	AmpC detergent	HCMV inh	HCV inhibitor	Sm TGR inh	AmpC inh no detg	FBPA Giardia inh
Cc1ccc(S(=O)(=O)N2C[C@@H]3[C@H]4CC[C@H](C4)[C@@H]3[C@@H](C)[C@H]2C#N)cc1	.	-23.9	-29.2%	.	-19.7%	.
Cc1ccc(S(=O)(=O)Nc2cccc3c2O[C@@H](CN(C)C(=O)Nc2ccc4c(c2)OCO4)[C@H](C)CN([C@@H](C)CO)C3=O)cc1	.	4.5	5.4%	.	192.7%[activator]	.
COC(=O)c1ccccc1NC(=O)C1CC(=O)N(c2ccc(F)cc2)C1 (centres undefined)	?	-35.2	10.6%	-24.8%	-5.8%	1.7%
CO/N=C(\C(=O)N[C@@H]1C(=O)N2C(C(=O)O)=C(COC(N)=O)CS[C@H]12)c1ccco1	-16.8%	-10.1	5.7%	?	-12.3%	-3.1%
CC1=NN(c2ccc(C)cc2)C(=O)/C1=C\C=C\c1ccccc1	-12.8%	-81.1*	8.0%	-7.6%	-33.3%	-0.6%
CC(/C=N/n1c(COc2ccccc2)n[nH]c1=S)=C\c1ccco1	-5.3%	1.8	9.2%	-19.5%	-47.8%	15.0%
Cc1ccccc1OC(C)C(=O)Nc1cccnc1 (centres undefined)	0.6%	-12.8	-2.1%	-6.2%	51.2%	.
CC(=O)c1ccc(O)c(CC=C(C)C)c1	-2.7%	-1.8	6.3%	-17.9%	-22.0%	2.0%
N#CC1(NC(=O)COC(=O)CSc2ccc(F)cc2)CCCCC1	-9.3%	-23.5	-8.7%	-2.3%	-7.2%	.
O=C(NCc1ccccc1)C1=C[C@H](c2csc3ccccc23)C[C@H](OCc2ccc(CO)cc2)O1	-1.4%	-61.0*	?	-9.6%	-36.8%	-23.4%
O=C(CN1CCCC1)Nc1nc(-c2ccc3c(c2)CCN3C(=O)c2ccccc2F)cs1	-3.7%	.	10µM*	-8.5%	33.9%	.
Cc1c(Cl)cccc1NC(=S)NCc1ccco1	-4.6%	?	?	?	-34.9%	0.1%
CN(c1ccccc1)S(=O)(=O)c1ccc(Cl)c(C(=O)NCc2ccccc2CN2CCCC2)c1	-5.5%	-3.2	?	-12.1%	75.8%[activator]	.
CCCc1cc(=O)n2[nH]c(-c3cc(OC)c(OC)c(OC)c3)nc2n1	1.8%	41.0	-5.8%	-1.7%	-16.3%	-15.9%
O=C(CSc1ncn[nH]1)Nc1c(Br)cc([N+](=O)[O-])cc1Br	4.2%	41.2	-9.8%	0.8%	-11.7%	-6.9%
O=C(NCc1ccccc1Cl)NC(=O)c1csc([N+](=O)[O-])c1	-5.6%	21.4	15.2%	10.9%	-11.0%	2.5%
Cc1cc(C(=O)NCc2csc(-c3ccccc3)n2)no1	7.8%	36.4	-10.3%	-12.9%	0.4%	.
COc1ccc(S(=O)(=O)Nc2cc(-c3cn4cccc(C)c4n3)ccc2C)cc1C	26.7%	26.7	.	-2.3%	.	.
Cc1ccc(S(=O)(=O)N2CCN(C(=O)CC(C)n3cncn3)CC2)cc1 (centres undefined)	4.1%	-3.4	9.3%	7.6%	-2.6%	-5.1%
N=c1c2c(-c3ccccc3)c(-c3ccccc3)oc2ncn1CCCN1CCOCC1	-4.0%	12.1	?	-4.6%	130.3%[activator]	-0.5%
O=C(NCCc1cnn(-c2ccccc2)c1)c1cc(COc2c(F)cccc2F)on1	7.1%	?	?	15.6%	-22.9%	0.1%
N=c1ccn(Cc2ccc(Cl)c(Cl)c2)cc1	-0.2%	-97.1*	3.55µM*	-10.1%	-5.6%	4.5%
Cc1ccc(S(=O)(=O)N2CCCCC2)cc1NC(=O)CN1CC=C(c2ccccc2)CC1	-14.3%	-36.1	?	1.5%	28.6%	-10.1%
COc1ccc(C2NC3=C(CCC3)C3(C#N)C4(N=C(N)C23C#N)OCCO4)cc1 (centres undefined)	9.2%	17.8	9.9%	-34.3%	7.4%	-26.4%
O=C(CSc1nc2c([nH]c3ccccc32)c(=O)n1-c1ccccc1)Nc1ccc2c(c1)OCCO2	3.1%	-37.1	.	6.6%	.	.
COc1cc(OC)cc(C(=O)NNC(=O)c2ccc(S(=O)(=O)N3CC(C)OC(C)C3)cc2)c1 (centres undefined)	-1.0%	124.5	5.5%	2.7%	-10.3%	11.0%
Cc1cc2c(cc1C)N(C(=O)CSc1nncn1C)C(C)(C)c1ssc(=S)c1-2	-12.6%	-9.4	?	6.6%	219.8%[activator]	-1.7%
COCCOc1ccc(C(F)(F)F)cc1NC(=O)COC(=O)c1c(C)noc1C	-9.4%	33.2	-13.8%	-24.0%	70.1%[activator]	-4.9%
CN(Cc1ccccc1)C(=O)C1CCN(Cc2ccc(F)cc2)CC1	-15.0%	-9.7	-27.1%	-4.1%	1.2%	-21.6%
COc1ccc(Nc2ccc([N+](=O)[O-])cn2)cc1	4.0%	20.8	-15.0%	-0.5%	-18.3%	-2.8%

Compounds above that have a Cl atom, in the order listed:
SMILES	AmpC detergent	HCMV inh	HCV inhibitor	Sm TGR inh	AmpC inh no detg	FBPA Giardia inh
Cc1c(Cl)cccc1NC(=S)NCc1ccco1	-4.6%	?	?	?	-34.9%	0.1%
CN(c1ccccc1)S(=O)(=O)c1ccc(Cl)c(C(=O)NCc2ccccc2CN2CCCC2)c1	-5.5%	-3.2	?	-12.1%	75.8%[activator]	.
O=C(NCc1ccccc1Cl)NC(=O)c1csc([N+](=O)[O-])c1	-5.6%	21.4	15.2%	10.9%	-11.0%	2.5%
N=c1ccn(Cc2ccc(Cl)c(Cl)c2)cc1	-0.2%	-97.1*	3.55µM*	-10.1%	-5.6%	4.5%

Going on with the list:
SMILES	AmpC detergent	HCMV inh	HCV inhibitor	Sm TGR inh	AmpC inh no detg	FBPA Giardia inh
CCn1c(O)c(N=NC(=O)c2cccs2)c2ccccc21	-13.9%	3.6	?	6.3%	-15.8%	-5.2%
CCN1C(=O)c2cccc3c(NS(=O)(=O)c4ccc(NC(C)=O)cc4)ccc1c23	-13.8%	145.0	?	-30.0%	-51.9%	?
COc1cc(C(=O)NCCC(=O)NC2CCC(C)CC2)cc(OC)c1OC (centres undefined)	1.0%	0.0	7.1%	-3.6%	7.3%	0.2%
COc1cccc(/C=C2\CCc3ccccc3C2=O)c1	-1.7%	-0.1	-3.0%	1.4%	-34.7%	0.1%
COc1ccc(NC(=O)c2ncn(-c3ccccc3)n2)cc1Cl	9.5%	71.8	.	-0.8%	.	.
O=C(NC(=S)NNS(=O)(=O)c1ccccc1)c1ccccc1[N+](=O)[O-]	-4.2%	-16.8	43.4%[activator]	28.2µM*	-32.7%	14.9%
CCOC(=O)c1cc(OC(=O)c2cccc(Cl)c2)n(-c2ccccc2)n1	10.6%	8.0	.	15.1%	.	.
CC1CC(C)C[N+](=C2C=C(N3CCCC3)CC(C)(C)C2)C1 (centres undefined)	-10.0%	-102.5*	3.55µM*	-2.3%	-6.0%[11.4 µM]	-0.7%
S=C1NC2=C(CCC/C2=C\c2ccccc2)C(c2ccccc2)N1 (centres undefined)	-12.3%	?	?	-34.7%	11.2µM*	0.8%
CCN(C(=O)COC(=O)CSc1cc(C)c2ccccc2n1)c1ccccc1	2.0%	-8.5	1.7%	-28.2%	-5.0%	.
CC(C)CCNC(=O)c1csc2c1CCCCC2	2.3%	3.4	0.6%	5.2%	-23.7%	-0.2%
CCS(=O)(=O)c1ccc(-c2csc(-c3ccc(Cl)cc3)n2)c(Cl)c1Cl	0.5%	-13.7	12.2%	1.0%	-21.9%	1.9%
Cc1nn(S(=O)(=O)c2ccc(Cl)cc2)c(C)c1Sc1ccc([N+](=O)[O-])cc1	-4.1%	-77.5*	?	4.0%	-17.9%	0.6%
CC1CCCCN1C(=O)COC(=O)/C=C/c1ccc2ccccc2n1 (centres undefined)	8.3%	-84.3*	-23.3%	4.1%	15.6%	-1.6%
Cc1ccc(CNC(=O)CSc2ncc3c(n2)-c2cc(Cl)ccc2N(C)S3(=O)=O)cc1	-0.6%	22.6	.	2.3%	.	.
Cc1cc(Br)ccc1NC(=O)CN(C)C(=O)C1CCN(C(=O)c2ccc(F)cc2)CC1	-11.6%	-28.8	?	0.4%	66.3%[activator]	.
Cc1c(C(=O)C(C)C)n(C)c2ccccc12	-4.2%	3.8	?	-0.3%	-13.4%	0.9%
COc1cc(/C=C2\C(=O)NN(c3ccccc3)C2=O)ccc1OCC(N)=O	0.2%	-28.8	.	-2.9%	-26.1%	6.0%
Cc1ccc(-n2nnnc2CNC(=O)c2cc(C(F)(F)F)cc(C(F)(F)F)c2)cc1C	-1.8%	-1.8	.	0.4%	.	.
CCc1ccccc1NC(=O)CCc1c(C)nn(-c2ccc(N3CCOCC3)nn2)c1C	-3.7%&-0.8%	-61.7*!	4.0%	3.1%&-3.5%	33.2%	-5.6%
O=C(COc1ccccc1C(=O)O)Nc1ccc(SC(F)F)cc1	-2.4%	-25.0	2.1%	-2.0%	-27.5%	8.3%
O=C(O)c1cccc(N=Nc2c(O)[nH]c(=O)[nH]c2=O)c1	6.3%	-24.2	18.3%	3.0%	-1.4%	-4.6%
O=[N+]([O-])c1ccc2[nH]c(O)c(N=NC3CCS(=O)(=O)C3)c2c1 (centres undefined)	4.4%	11.6	-15.1%	-0.9%	-20.5%	-5.7%
COC(=O)c1ccc(C(=O)OC)c(NC(=O)CSc2cccc[n+]2[O-])c1	1.7%	?	5.0%	0.2%	-4.4%	11.2µM*
Cc1ccccc1NC(=S)NC(NC(=O)COc1ccccc1)C(Cl)(Cl)Cl (centres undefined)	2.0%	-7.9	1.4%	-7.8%	-40.1%	3.9%
CC(C)C(c1nnnn1Cc1ccccc1)N1CCC(C(N)=O)CC1 (centres undefined)	-17.8%	55.3	9.5%	11.2%	51.7%	4.3%
COCCNC(=O)CN(Cc1ccc(F)cc1)C(=O)CCC(=O)Nc1nccs1	0.2%	-5.4	14.4%	5.2%	-5.3%	1.0%
Cc1cccc(-n2cc(CNCCN3CCOC3=O)c(-c3cccc(F)c3)n2)c1	-3.8%	?	-13.8%	-21.2%	97.6%[activator]	-3.1%
CCOC(=O)c1ccc(NC(=O)CN2C(=O)c3cccnc3Sc3ccccc32)cc1	12.8%	16.8	.	8.7%	.	.
CC1CCCN(C(=O)c2cccc(S(=O)(=O)N3CCCc4ccccc43)c2)C1 (centres undefined)	-13.5%	-8.5	?	8.4%	26.8%	.
O=S(=O)(c1ccccc1)c1nc(NC2CC2)sc1Cl	-8.2%	?	?	-5.7%	-14.5%	-13.2%
COc1cccc(-c2nc(S(=O)(=O)c3ccc(Cl)cc3)c(NCc3ccccc3)o2)c1	5.1%	22.3	.	-13.2%	.	.
Cc1ccccc1Nc1ccc2nonc2c1[N+](=O)[O-]	-0.7%	-31.9	-1.3%	-22.4%	-9.5%	2.0%
CCOc1ccc(OCc2ccc(C(=O)N3CCc4ccccc4C3)o2)cc1	2.6%	32.5	?	3.6%	0.3%	-1.5%
Cc1nnsc1C(=O)NNC(=O)c1ccc(C(F)(F)F)cc1	-4.4%	23.2	18.4%	-5.1%	-0.1%	-11.7%

Bioassay records as filed in PubChem BioAssay.
